# FBW7 act: human FBW7 E3 ligase activation, primary screen; AlphaScreen FBW7–phospho-cyclin E peptide binding, activator screen; 650,000 tested, 0.13% active; Q969H0; normalized activity (activation), % at 26.1 µM; AID 1259310; in the data active = normalized activity above about 1.9%;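 also: purified mutant Fbw7 with reduced substrate affinity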
# Target sequence (Q969H0 whole entry, looked up): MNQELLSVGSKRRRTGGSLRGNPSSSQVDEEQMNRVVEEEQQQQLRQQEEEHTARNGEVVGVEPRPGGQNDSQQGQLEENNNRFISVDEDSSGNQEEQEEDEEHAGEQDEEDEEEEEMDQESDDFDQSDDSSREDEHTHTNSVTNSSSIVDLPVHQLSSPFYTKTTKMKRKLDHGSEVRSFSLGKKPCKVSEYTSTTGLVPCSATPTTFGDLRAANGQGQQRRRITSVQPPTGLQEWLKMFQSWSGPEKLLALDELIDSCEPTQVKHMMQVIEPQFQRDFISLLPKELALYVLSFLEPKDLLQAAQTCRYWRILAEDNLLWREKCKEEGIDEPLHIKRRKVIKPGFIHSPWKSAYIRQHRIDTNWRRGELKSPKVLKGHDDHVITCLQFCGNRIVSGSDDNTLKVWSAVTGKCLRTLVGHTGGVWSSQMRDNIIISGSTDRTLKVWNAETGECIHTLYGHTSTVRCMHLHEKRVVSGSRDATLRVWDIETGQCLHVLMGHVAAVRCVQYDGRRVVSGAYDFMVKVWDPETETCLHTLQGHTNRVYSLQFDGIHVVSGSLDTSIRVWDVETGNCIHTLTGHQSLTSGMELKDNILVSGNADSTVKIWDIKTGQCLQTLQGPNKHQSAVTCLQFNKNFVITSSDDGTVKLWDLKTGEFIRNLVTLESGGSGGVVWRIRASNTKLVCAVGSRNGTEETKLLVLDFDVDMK
# MITF primary: blocks human microphthalmia-associated transcription factor. inhibition, % at 2.6 µM. 650,000 tested, 0.91% active. AlphaScreen MITF homodimerization, bead proximity signal. AID 1259374; in the data active = inhibition above about 50%;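 also: 0% = vehicle wells with protein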
# TEAD-YAP block: TEAD-YAP interaction inhibition; HEK-TIYL cells, TEAD-Gal4/YAP UAS-luciferase luminescence; inhibition, % at 9.12 µM; 640,000 tested, 1.4% active; AID 1259422; in the data active = inhibition above about 32%;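 also: 0% = median of test compound wells and 100% = reference inhibitor wells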
# GPR151 activ: activators of human GPR151; Q8TDV0; PathHunter beta-arrestin GPR151 cells, luminescence; activation, % at 11.2 µM; 650,000 tested, 1% active; in the data active = activation above about 4.9%;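 also: 0% = median of compound wells and 100% = cells with positive control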
# Target sequence (Q8TDV0 whole entry, looked up): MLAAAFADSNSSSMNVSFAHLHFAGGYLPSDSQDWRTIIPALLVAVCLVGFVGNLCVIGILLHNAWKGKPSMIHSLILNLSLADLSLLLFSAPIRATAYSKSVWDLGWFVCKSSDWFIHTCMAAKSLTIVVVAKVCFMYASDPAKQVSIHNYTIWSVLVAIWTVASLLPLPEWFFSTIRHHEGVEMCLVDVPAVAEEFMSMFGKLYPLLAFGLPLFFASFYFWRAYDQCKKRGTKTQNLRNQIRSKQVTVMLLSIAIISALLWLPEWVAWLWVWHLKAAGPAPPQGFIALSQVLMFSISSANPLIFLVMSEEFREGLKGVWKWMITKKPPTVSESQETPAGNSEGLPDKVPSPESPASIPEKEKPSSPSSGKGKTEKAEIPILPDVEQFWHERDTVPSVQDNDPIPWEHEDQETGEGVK
# Numbers without * were called inactive; nt = not tested or not shown; & = joins results of further samples. No enrichment for hits. About 3.4% of those tested had a hit in this group.
# The line under a structure holds: FBW7 act	GPR151 activ	MITF primary	TEAD-YAP block
1: Cc1c(C)n2c(SCC(=O)NCc3ccccc3)nnc2[nH]c1=O
  1.1	-1.8	27	-3
2: Cc1cc(C)n(-c2ccc(NC(=O)C3CCN(Cc4ccc5nonc5c4)CC3)cc2)n1
  -0.1	0.0	-1	3
3: Cc1ccc(S(=O)(=O)N(C)CC(=O)OCc2cc([N+](=O)[O-])cc3c2OCOC3)cc1
  0.0	8.1*	4	8
4: Cc1c(C(=O)N2CCN(c3ccccn3)CC2)sc2ncn(Cc3ccccc3Cl)c(=O)c12
  -0.2	-0.7	2	-6
5: Nc1nonc1-c1nc2ccccc2n1CC(=O)N/N=C/c1ccc(Br)cc1
  1.1	0.6	16	-10
6: Cn1c(N)c(-c2nc(CC(C)(C)C)c(C(=O)C(C)(C)C)s2)c(=O)n(C)c1=O
  0.5	2.5	12	5
7: CCOc1ccc(/C=C2/NC(=O)N(CC(=O)Nc3cccc(C)c3)C2=O)c(OCC)c1
  2.8*	-0.4	1	5
8: CCOC(=O)N1CCN(C(=O)CN(c2ccc(F)c(Cl)c2)S(C)(=O)=O)CC1
  0.1	-0.1	-11	-3
9: COc1ccc(CCCC(=O)Nc2ccc(F)cc2)cc1
  -0.1	-0.5	-7	-12
10: CCOc1ccc(/C=N/NC(=O)CCC2C(=O)NN=C2C)cc1 (stereo not given)
  -0.1	1.5	-5	4
11: COC(=O)N/N=C\c1ccc(OC(=O)c2cccs2)c(OC)c1
  -0.1	0.1	-1	-14
12: CC(C)NC(=O)c1cccn2c(=O)c3cc(Cl)ccc3nc12
  0.3	3.0	3	19
13: COc1ccc(C2C(C#N)=C(N)N(c3ccccc3Cl)C3=C2C(=O)CCC3)cc1O (stereo not given)
  0.1	-0.4	3	-6
14: CC(C)(C)C(=O)COC(=O)c1ccc(Br)cc1
  0.2	-1.1	-1	3
15: O=C(NCCc1c[nH]c2ccc(Cl)cc12)c1cccc([N+](=O)[O-])c1
  0.0	-0.1	-8	11
16: C=C(C)c1cccc(C(C)(C)NC(=O)Nc2ccc(OC)cc2)c1
  0.0	0.1	-4	4
17: Cc1ccc2c(=O)c(CN3CCCC3)c(C)[nH]c2c1C
  0.8	0.8	15	7
18: CCC(=O)N1CCc2cc(S(=O)(=O)NCCC(=O)Nc3ccccc3C)ccc21
  0.8	-0.7	-5	-6
19: Cc1cccc(NC(=O)CN2C(=O)N/C(=C/c3cc(Cl)ccc3O)C2=O)c1
  -0.1	-0.9	0	-9
20: CN(Cc1ccccc1)c1ccnc2c(-c3ccsc3)cnn12
  0.2	1.1	-15	-46
21: COc1cc(NC(=O)c2cnc(Nc3cccc(N(C)C)c3)s2)cc(OC)c1OC
  -0.1	3.0	9	-37
22: CN1c2ccccc2Oc2nnc(NCc3ccccc3)cc21
  -0.3	-0.6	-2	-26
23: COc1cc(C(=O)NS(=O)(=O)c2ccccc2C)ccc1Cc1cn(C)c2ccc(NC(=O)OC3CCCC3)cc12
  -0.1&0.1&0.0	-1.1&-1.4&0.1&-2.4	6&1&-3&-2	-2&-2
24: Cc1ccc(Nc2nnc(SCC(=O)NC(=O)NC(C)C)s2)c(C)c1
  0.0	-1.2	-6	-14
25: Cc1ccccc1NC(=O)C1c2cccc[n+]2CC(=O)N1c1ccccc1 (stereo not given)
  -0.1	0.4	1	-18
26: Cc1ccc(OC(=O)N2CCN3C(=O)[C@H](CO)N(C)C(=O)[C@H]3C2)cc1
  -0.1	-0.3	13	14
27: CNC(=O)c1c(NC(=O)C2COc3ccccc3O2)sc2c1CCC(C)C2 (stereo not given)
  0.2	-0.2	5	4
28: Cc1ccc(S(=O)(=O)N(C)C)cc1NC(=S)NNC(=O)C(N)=O
  -0.6	-0.5	16	7
29: COc1ccc(-n2nnc3c(SCC(=O)N4CCc5ccccc54)ncnc32)cc1
  1.1	0.2	10	-15
30: CC1CCN(C(=O)CSc2nc3ccccc3c(=O)n2C2CC2)CC1
  -0.8	0.9	0	1
31: COc1ccc2c(c1)N(C)/C(=C1/S/C(=N\c3ncn[nH]3)N(C)C1=O)S2
  -0.1	3.2	1	1
32: Cc1cc(OCC(=O)Nc2ccc(F)cc2F)ccc1[N+](=O)[O-]
  -0.1	-0.2	1	-2
33: Cc1ccc(N(CC(=O)Nc2ccccc2F)S(C)(=O)=O)cc1
  0.0	1.2	-6	3
34: Cc1ccccc1C(=O)Nc1nc(-c2ccc(F)cc2)cs1
  0.4	-0.8	6	-55
35: COc1cc(C2C(C#N)=C(N)Oc3c2oc(CO)cc3=O)c([N+](=O)[O-])cc1OC (stereo not given)
  0.2	-1.1	10	13
36: CCOc1ccccc1NC(=O)CC(=O)c1ccc(NC(=O)C(CC)Oc2ccc(C(C)(C)CC)cc2)cc1 (stereo not given)
  0.3	0.6	1	0
37: COc1ccc2cc(C3CC(c4ccc(OC)c(OC)c4)=NN3C(=O)CCCC(=O)O)c(Cl)nc2c1 (stereo not given)
  0.0	0.8	-5	11
38: Cc1c(C(=O)N2CCCC2)oc2c1-c1[nH]ncc1CC2
  -0.2	0.6	5	2
39: Cc1ccc(C(=O)NCCc2nnc3ccc(N4CCCCCC4)nn23)cc1
  -0.2	-0.2	2	0
40: NS(=O)(=O)c1ccc(NC(=O)CSCc2ccccc2)cc1
  0.3	-0.5	15	-17
41: CCc1ccc(OCC2c3cc(OC)c(OC)cc3CCN2C(=O)Cc2cccs2)cc1 (stereo not given)
  -0.1	1.4	10	-3
42: O=C1N[C@@H](Cc2ccc(O)cc2)C(=O)N2CCN(C(=O)c3cc(Cl)cc(Cl)c3)C[C@H]12
  0.8	-0.5	19	-8
43: Oc1ccc(CCNc2nc(Nc3ccc4ncccc4c3)nc3c2ncn3-c2ccccc2)cc1
  0.0	0.5	1	46*
44: Cc1ccc(CC2(CCC(=O)N3CCN(C(=O)c4ccco4)CC3)CCC(=O)N2)cc1 (stereo not given)
  0.0	0.4	-6	10
45: Cc1ccc(C2NNC(=O)C2NC(=O)c2ccc(F)cc2)cc1 (stereo not given)
  -0.9	-1.5	10	-11
46: Cc1ccc(SCCCC(=O)Nc2nccs2)cc1
  0.7	0.9	18	-7
47: CC1=C(C(=O)OC2CCCCC2)C(c2coc3ccc(Cl)cc3c2=O)C2=C(CCCC2=O)N1 (stereo not given)
  -0.3	1.3	-11	7
48: CCCNc1nc(Nc2ccccc2)nc(Nc2ccccc2)n1
  0.0	-0.9	9	3
49: O=C(CCCCN1CCCCC1)c1ccccc1
  0.1	2.3	8	11
50: CC(C)N(C(=O)CSc1nnc(NC2CCCCC2)s1)C(C)C
  -0.1	-0.8	-2	-1
51: CCN1CCN(c2nc3nonc3nc2NCc2ccccc2)[C@@H](C)C1=O
  0.5	-2.7	6	2
52: CCN1CCc2c(sc(NC(=O)c3ccc(S(=O)(=O)N4CCCc5ccccc54)cc3)c2C(N)=O)C1
  0.4	-0.3	19	15
53: Nc1nnc(SCC(=O)OCc2csc(-c3ccccc3)n2)s1
  0.2	-0.3	5	-34
54: COC(C(=O)N/N=C/c1ccccc1O)c1ccccc1 (stereo not given)
  -0.1	-0.7	5	3
55: CN1CCN(Cc2ccc(-c3ccccc3)cc2)CC1
  0.0	-1.2	61*	-14
56: O=C(CSc1nnnn1-c1ccccc1)Nc1ccccc1I
  -0.2	-0.8	12	4
57: O=C(CCN1N=C(c2ccccc2)CCC1=O)NC1CCCCCCC1
  0.4	-0.5	32	-8
58: COc1ccc(/C=C2\C(=O)NC(=O)N(c3ccccc3Cl)C2=O)cc1
  -0.1	2.0	31	6
59: O=C(CSc1nc2ccccc2o1)NC1CC1
  -0.1	1.6	0	-3
60: CCn1cc(C(=O)N2CCC(c3ccncc3)CC2)cn1
  0.5	0.1	7	-4

# (continued)
# The line under a structure holds: FBW7 act	GPR151 activ	MITF primary	TEAD-YAP block
61: O=C(Nc1ccc2c(c1)CCC2)C1CCCO1 (stereo not given)
  -0.1	-2.0	-5	-37
62: COc1ccc(/C(C)=N/Nc2nc3ccccc3nc2C)cc1OC
  0.2	-2.0	23	6
63: CCOC(=O)c1c(NC(=O)COc2ccccc2)sc2c1CC(C)(C)SC2
  0.8	-0.2	13	5
64: Cc1c(C(=O)N2CCN(c3ccc(F)cc3)CC2)sc2ncn(CC(=O)N3CC(C)CC(C)C3)c(=O)c12 (stereo not given)
  -0.1	0.5	3	11
65: O=c1c(NCC2CCCO2)c(-c2ccccc2)c1=O (stereo not given)
  0.1	-0.6	8	6
66: CC(C)(C)c1ccccc1OCCOCCN1CCCC1
  0.0	-1.0	35	1
67: CN(c1ccc(C(=O)Nc2ccc(Br)cc2)cc1)S(=O)(=O)c1ccccc1
  0.0	-1.4	6	9
68: O=C(CNCCCO)Nc1ccccc1N1CCCCCC1
  1.1	-1.0	22	-4
69: CCCCC(C)(C)[C@H](O)/C=C/[C@@H]1[C@@H](C/C=C\CCCC(=O)O)[C@H](O)C[C@H]1O
  nt	2.9	3	nt
70: COc1ccc(NC(=O)Cn2cc3c(n2)CCC(C)C3)cc1Cl (stereo not given)
  0.1	-0.9	1	11
71: CCOC(=O)c1c(NC(=O)Cc2ccccc2)sc(C(=O)Nc2cccc([N+](=O)[O-])c2)c1C
  -0.2	-1.5	-5	-14
72: CC(C)C(=O)Nc1c2c(nn1-c1ccc(F)cc1)CS(=O)C2 (stereo not given)
  0.0	-1.1	4	7
73: CC(NS(=O)(=O)c1cccc2cccnc12)c1ccccc1 (stereo not given)
  0.1	0.9	-8	5
74: CC(O)CNC(=O)C(=O)Nc1ccc(C(C)(C)C)cc1 (stereo not given)
  0.1	-0.1	6	-89
75: O=C(NCc1ccccc1)N1CCN(c2ccc(-c3ccncc3)nn2)CC1
  -0.1	-0.6	-7	-9
76: CCN(CC)C(=O)[C@H]1C[C@@H](c2cccs2)NS(=O)(=O)N1C
  0.6	-0.3	6	0
77: O=c1[nH]c(CN2CCN(c3ccccn3)CC2)nc2scc(-c3ccccc3)c12
  -0.1	1.2	-3	31
78: CCCCCCCCCCCC(=O)OC(CC(=O)O)C[N+](C)(C)C (stereo not given)
  0.3	0.5	11	nt
79: O=C(CSc1nc2ccccc2[nH]1)OCC(=O)N1c2ccccc2Sc2ccccc21
  -0.1	-0.7	-18	-11
80: N#Cc1ccc(OC(=O)c2ccc(Br)o2)cc1
  1.0	-0.2	3	0
81: O=C(Nc1ccc(F)cc1)c1cccc(S(=O)(=O)Nc2cccc(F)c2)c1
  -0.1	0.0	-12	8
82: Nc1nc2ccc(-c3nc4ccccc4[nH]3)cc2s1
  0.6	-4.3	6	-50
83: Cc1cc(C)c(NC(=O)CSc2nnc(-c3ccncc3)n2C)c([N+](=O)[O-])c1
  0.1	1.1	-8	-17
84: O=C(Nc1ccc(N2CCOCC2)cc1)c1ccnc(Nc2ccncc2)c1
  -0.4	-0.9	45	5
85: CC(C)COc1ccc(C(=O)N/C(=C/c2cccc([N+](=O)[O-])c2)C(=O)O)cc1
  0.0	1.1	9	10
86: COc1ccc(C2/C(=C(\O)c3ccccc3)C(=O)C(=O)N2c2ccc(C)c(Cl)c2)cc1 (stereo not given)
  0.0	2.3	6	3
87: CC1CC(C)CN(S(=O)(=O)c2ccc(C(=O)Nc3nc(-c4ccc(Cl)cc4)cs3)cc2)C1 (stereo not given)
  0.2	-0.2	3	4
88: O=C(CCc1nnc(-c2ccsc2)o1)NCc1ccc(N2CCCC2=O)cc1
  0.1	-1.5	-3	-9
89: CC1CCN(S(=O)(=O)c2ccc3[nH]cc(C(=O)N4CCC5(CC4)OCCO5)c(=O)c3c2)CC1
  -0.2	1.6	-3	5
90: Cc1ccc(N=Cc2cc([N+](=O)[O-])cc(Br)c2O)nc1
  -0.3	-0.5	-7	-7
91: COc1cccc(C(=O)N2CCN(Cc3c[nH]c4ccccc34)CC2)c1
  -0.1	-1.2	73*	9
92: O=C(CCc1ccccc1)Nc1nnc(-c2ccccc2)o1
  -0.1	-0.4	-8	-11
93: N#CC1=C(N)Oc2n[nH]c(-c3ccccc3)c2C1c1c(F)cccc1F (stereo not given)
  -0.3	-0.4	8	1
94: Cc1cc(C)c2nc(SCC(=O)NC(N)=O)cc(C)c2c1
  0.0	0.9	12	-1
95: O=C(CNC(=O)c1ccccc1)OC1CCCCC1
  0.0	-0.9	-12	-55
96: O=C(Nc1ccc(F)c(F)c1)c1ccc(F)c(S(=O)(=O)N2CCCc3ccccc32)c1
  0.0	0.6	-14	43*
97: Cc1ccc(S(=O)(=O)N(C)c2nonc2C)cc1
  -0.1	0.4	-3	10
98: COc1cccc(-c2noc(CCC(=O)O)n2)c1
  0.1	-1.8	15	1
99: CC(Cc1ccc2c(c1)OCO2)c1nc2cnccn2c1NCC1CCCO1 (stereo not given)
  0.0	3.3	3	-17

# Copied from above: compounds 1 to 7
# The line under a structure holds: FBW7 act	GPR151 activ	MITF primary	TEAD-YAP block
1: Cc1c(C)n2c(SCC(=O)NCc3ccccc3)nnc2[nH]c1=O
  1.1	-1.8	27	-3
2: Cc1cc(C)n(-c2ccc(NC(=O)C3CCN(Cc4ccc5nonc5c4)CC3)cc2)n1
  -0.1	0.0	-1	3
3: Cc1ccc(S(=O)(=O)N(C)CC(=O)OCc2cc([N+](=O)[O-])cc3c2OCOC3)cc1
  0.0	8.1*	4	8
4: Cc1c(C(=O)N2CCN(c3ccccn3)CC2)sc2ncn(Cc3ccccc3Cl)c(=O)c12
  -0.2	-0.7	2	-6
5: Nc1nonc1-c1nc2ccccc2n1CC(=O)N/N=C/c1ccc(Br)cc1
  1.1	0.6	16	-10
6: Cn1c(N)c(-c2nc(CC(C)(C)C)c(C(=O)C(C)(C)C)s2)c(=O)n(C)c1=O
  0.5	2.5	12	5
7: CCOc1ccc(/C=C2/NC(=O)N(CC(=O)Nc3cccc(C)c3)C2=O)c(OCC)c1
  2.8*	-0.4	1	5

# Screens (PubChem)
